# Screens deposited in PubChem BioAssay by National Center for Advancing Translational Sciences (NCATS).
# BAZ2B inh: inhibitors of human BAZ2B bromodomain; AlphaScreen BAZ2B-H3K14Ac peptide displacement; hit rate 4.4% among 360,000; Potency, µM (doses to about 114 µM), for inactives: at the top dose activity change, negative = inhibition, actives largely listed as inhibitors; Q9UIF8; AID 504333; further: potency means the concentration at half of the fitted maximal effect; on the % scale 0 is the no-effect control and ±100 the full control effect; nearly all actives have a fitted effect of over 60% in size
#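 In this displacement format the biotinylated H3(5-23) peptide acetylated at Lys14 serves as ligand at 50 nM, with BAZ2B at 50 nM in PBS pH 7.4 containing 0.01% Tween-20. Donor and acceptor beads are 10 ug/mL final.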
# Pin1 inh: inhibitors of human Pin1. AID 504891. Potency, µM (series often up to 115 µM), without a hit: top-dose activity, negative = inhibition, actives largely listed as inhibitors. hit rate 0.009% among 390,000. Pin1 FP peptide displacement, HiFluor488, 10 min. Q13526; active means well fitted inhibition curve with a large enough effect in the polarisation, with a control signal flat, not every such curve was filed as active; inconclusive means small, poorly fitted or top-dose-only effect, or effect the other way, or a change in a side signal; inactive means no such curve, though single readings can be large or run the other way; the % refers to the polarisation; further: potency means the concentration at half of the fitted maximal effect; on the % scale 0 is the no-effect control and ±100 the full control effect
# G9a block: blocks human histone lysine methyltransferase G9a; Potency, µM (highest dose often 102 µM), for inactives: at the top dose activity, negative = inhibition, hits mostly inhibitors; hit rate 8.8% among 350,000; AID 504332; G9a H3K9 monomethylation, AlphaScreen, 2 h; further: potency means the concentration at half of the fitted maximal effect; on the % scale 0 is the no-effect control and ±100 the full control effect; nearly all actives have a fitted effect of over 75% in size
#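 Signal arises when biotinylated H3K9 peptide, once monomethylated, bridges streptavidin donor and antibody-captured acceptor beads. Enzyme at 20 nM was preincubated 15 min with test compounds; peptide 500 nM and SAM 20 uM then reacted for 2 h.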
# HP1b chromo inh: blocks HP1-beta chromodomain binding to methylated histone tails | P83916 | AlphaScreen HP1-beta / biotin-H3K9me3 peptide binding | Potency, µM (highest dose often 114 µM), for the others: at the highest dose activity change, negative = inhibition, usual class: inhibitors | hit rate 0.56% among 390,000 | AID 540317; further: potency means the concentration at half of the fitted maximal effect; nearly all actives have a fitted effect of over 70% in size; inactives centre near 23
#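 Compound inhibition of the preformed complex between 50 nM HP1-beta and 50 nM biotinylated H3K9me3 peptide was read by AlphaScreen. Buffer was PBS pH 7.4 with 0.01% Tween-20. Incubations ran 30 min at room temperature, with 10 ug/mL donor/acceptor beads.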
# Pol eta inh: blocks human DNA polymerase eta activity. recombinant Pol eta, fluorescent DNA replication assay. hit rate 1.2% among 390,000. Q9Y253. Potency, µM (titrated, usually from 114 µM), without a hit: at the highest dose activity change, negative = inhibition, most hits filed as inhibitors. AID 588591; further: potency means the concentration at half of the fitted maximal effect; on the % scale 0 is the no-effect control and ±100 the full control effect
#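 Pol eta at 10 nM preincubated with compounds 15 min at room temperature; reaction started with fluorescent substrate (50 nM final) and read kinetically at 0 and 10 min.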
# PI4K2A block: inhibitors of human PI4K2A; purified PI4K2A, ADP-Glo luminescence, 1 h; active compounds read low; activity change, negative = inhibition, % at 76.9 µM; hit rate 0.13% among 420,000; AID 1346378; in the data active means activity change below about -50%; inconclusive means mostly about -30% to -49%;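 further: -100% = wells without enzyme as full effect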
#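 In this quantitative HTS, ADP production by PI4K2A was quantified luminescently after 1 h at ambient temperature; 100 microM adenosine served as plate-quality control.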
# GLS inhibitor: inhibitors of human glutaminase (GLS); O94925; GLS enzymatic activity, qHTS titration; Potency, µM (highest dose often 45.5 µM), for the others: at the top dose activity change, negative = inhibition, usual class: inhibitors; hit rate 0.21% among 410,000; further: potency means the concentration at half of the fitted maximal effect; on the % scale 0 is the no-effect control and ±100 the full control effect
# Target sequence (O94925 whole entry, looked up): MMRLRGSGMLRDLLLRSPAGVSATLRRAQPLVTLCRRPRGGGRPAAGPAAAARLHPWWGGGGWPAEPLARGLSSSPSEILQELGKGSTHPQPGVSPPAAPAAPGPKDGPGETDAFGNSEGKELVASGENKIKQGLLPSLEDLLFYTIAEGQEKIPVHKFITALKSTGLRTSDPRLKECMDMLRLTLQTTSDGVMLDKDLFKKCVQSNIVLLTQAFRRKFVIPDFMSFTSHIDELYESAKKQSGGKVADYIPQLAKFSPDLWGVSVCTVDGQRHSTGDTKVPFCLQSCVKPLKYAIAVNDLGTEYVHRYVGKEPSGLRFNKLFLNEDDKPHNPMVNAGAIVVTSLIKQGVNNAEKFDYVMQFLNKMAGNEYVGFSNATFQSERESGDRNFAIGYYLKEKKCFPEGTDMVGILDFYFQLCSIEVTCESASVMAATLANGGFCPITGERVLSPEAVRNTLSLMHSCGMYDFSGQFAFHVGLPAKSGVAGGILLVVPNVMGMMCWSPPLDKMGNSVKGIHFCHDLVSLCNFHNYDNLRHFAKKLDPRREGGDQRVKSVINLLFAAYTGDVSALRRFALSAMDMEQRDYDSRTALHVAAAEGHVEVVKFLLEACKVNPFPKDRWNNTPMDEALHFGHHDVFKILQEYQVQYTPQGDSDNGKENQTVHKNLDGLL
#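 Compounds were pin-transferred onto hKGA, after which L-glutamine (1 mM solution) and a detection mix of glutamate oxidase, HRP and Amplex Red were added. Initial and 30 min RT fluorescence reads were collected.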
# PGK inhibitor: T. brucei PGK inhibition; PGK/GAPDH coupled, Kinase-Glo luminescence, 60 min; Potency, µM (doses to about 57.5 µM), for inactives: top-dose activity change, negative = inhibition, hits mostly inhibitors; hit rate 0.043% among 380,000; AID 602233; further: potency means the concentration at half of the fitted maximal effect; on the % scale 0 is the no-effect control and ±100 the full control effect; nearly all actives have a fitted effect of over 60% in size
# Target sequence (P07378 whole entry, looked up): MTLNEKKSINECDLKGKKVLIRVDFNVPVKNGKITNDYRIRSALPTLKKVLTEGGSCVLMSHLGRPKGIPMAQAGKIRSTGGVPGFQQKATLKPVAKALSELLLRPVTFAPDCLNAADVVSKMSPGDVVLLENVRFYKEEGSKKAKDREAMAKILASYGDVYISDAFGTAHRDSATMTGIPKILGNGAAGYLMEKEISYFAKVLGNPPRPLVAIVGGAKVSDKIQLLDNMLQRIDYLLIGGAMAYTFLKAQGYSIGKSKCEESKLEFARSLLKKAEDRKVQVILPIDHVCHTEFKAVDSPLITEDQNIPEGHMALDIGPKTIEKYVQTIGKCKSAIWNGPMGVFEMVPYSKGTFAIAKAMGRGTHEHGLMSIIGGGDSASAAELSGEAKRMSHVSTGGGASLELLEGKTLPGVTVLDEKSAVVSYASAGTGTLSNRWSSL
#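 Luminescent ATP detection (Kinase-Glo Plus) follows a 60-minute room-temperature incubation, with wells lacking PGK as controls. Buffer: 100 mM TEA (pH 7.6), 5 mM MgCl2, 0.01% Tween-20. Coupling enzyme GAPDH (100 nM final) supplies unstable 1,3-BPG in-well.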
# JMJD2A Tudor inh: JMJD2A Tudor domain (human) inhibition. Potency, µM (series often up to 114 µM), for inactives: at the top dose activity change, negative = inhibition, usual class: inhibitors. O75164. AlphaScreen JMJD2A-Tudor / H3K4me3 peptide binding. hit rate 4.4% among 390,000; further: potency means the concentration at half of the fitted maximal effect; on the % scale 0 is the no-effect control and ±100 the full control effect; nearly all actives have a fitted effect of over 50% in size
# Active calls of the source: *; i = inactive; ? = inconclusive; . = no result given; [ ] = another dose, or the depositor's remark. Unless noted, the call rests on the fitted dose curve; in most records, active means well fitted curve in the direction sought with a large enough effect; inconclusive means small, poorly fitted or top-dose-only effect, or another doubt; inactive means no such curve, though single readings can be large; an effect the other way counts as inactive or inconclusive.
SMILES,BAZ2B inh,Pin1 inh,G9a block,HP1b chromo inh,Pol eta inh,PI4K2A block,GLS inhibitor,PGK inhibitor,JMJD2A Tudor inh
CCc1c(C)sc2c1CCN(C(=O)Nc1cc(OC)c(OC)c(OC)c1)C2c1ccccc1 (centres undefined),-31%,0%,-49%[59 µM],3%,-24%,-2,-1%,-6%,?
CN(C)C(=O)C(OC(=O)c1ccc2ccccc2n1)c1ccccc1 (centres undefined),1%,5%,10%[59 µM],20%,-21%,3,-9%,-2%,-5%
O=c1[nH]c2ccccc2cc1CN(CC1CCCO1)S(=O)(=O)c1ccc(Cl)cc1 (centres undefined),2%,-5%,6%,-18%,-14%,-1,4%,-8%,-26%
CCOC(=O)CN1C(=O)C2(OCCCO2)c2cc(Br)ccc21,-1%,0%,15%,49%[activator],-23%,-4,-5%,5%,11%
CC(=O)N1c2ccc(S(=O)(=O)N3CCC(C(=O)Nc4cccc(F)c4)CC3)cc2CC1C (centres undefined),-16%,-5%,19%,4%,-18%,1,4%,0%,-17%
CC(=O)N[C@@H](Cc1c[nH]c2ccccc12)C(=O)NC1CC1,0%,-5%,85%[activator],25%,-6%,12,8%,-5%,-12%
COC(=O)N1C(=O)[C@](Cc2ccccc2)(c2ccccc2)N1C(=O)OC,-31%,0%,40µM*,43%[activator],-8%,-10,12%,-9%,-17%
O=C(OCc1nc2ccccc2s1)c1cccc(N2C(=O)CCC2=O)c1,.,-1%,-41%,26%,-16%,5,2%,-3%,8%
Cc1cnc(C(=O)NCC(c2ccccc2)c2ccccc2)cn1,8%,-3%,9%,50%[activator],2%,2,3%,4%,-4%[11.4 µM]
CC(C)OC(=O)C1C2C=CC3(CN(C(C)c4ccc(Br)cc4)C(=O)C13)O2 (centres undefined),5%,?,9%,48%[activator],-5%,0,-3%,0%,3%
COc1cccc(CNC(=O)c2ccccc2-c2ccccc2)c1,-3%,4%,.,44%[activator],-17%,-1,1%,4%,1%
Cc1ccc(CSc2nnc(SCC(=O)N/N=C/c3ccccc3OCC(=O)O)s2)cc1,?,?,-46%,26%,-18%,2,2%,-2%,-20%
Cc1cc(C)c(NC(=O)CNC(=O)c2ccc(-n3cncn3)c([N+](=O)[O-])c2)c(C)c1,7%,0%,-24%,72%[activator],-13%,0,-4%,-1%,-17%
COc1ccc([C@H]2CN(CCc3ccccc3)C(=O)[C@@H]2CC(=O)Nc2ccccc2)cc1,.,.,.,.,-12%,-2,2%,-9%,.
COc1ccc(C(=O)NC(=S)NNC(=O)CCc2ccccc2)cc1,-7%,5%,29%[0.0925 µM],-6%,-3%,1,-2%,-3%,-26%
COc1ccc(NC(=O)C(=O)N2N=C3CCCCC3C2(O)C(F)(F)F)cc1 (centres undefined),5%,-2%,?,16%,-21%,-2,-5%,-2%,?
CN(CC(=O)Nc1ccc(F)cc1)C(=O)c1ccc(N2C(=O)CCC2=O)cc1,4%,-2%,5%[2.33 µM],35%,-15%,1,-6%,i,2%
COc1ccc(NS(=O)(=O)c2cc(NC(=O)c3cnc(C)cn3)ccc2N2CCCC2)cc1,-4%,15%,-12%[59 µM],17%,-21%,-1,1%,-7%,-26%
COc1ccc(CC2=CC(=O)c3ccccc3C2=O)cc1,14µM*,-3%,.,13µM*,?,-19,6%,7%,25µM*
Cc1nc(-c2ccc(C)c(S(=O)(=O)N3CCC(C(=O)NCc4ccc(Cl)cc4)CC3)c2)no1,4%,3%,9%[59 µM],38%,-20%,1,-1%,-1%,0%
O=S(=O)(NCCc1csc2nc(-c3ccccc3)nn12)c1cc(F)ccc1F,4%,1%,-3%[59 µM],29%,-2%,-2,9%,0%,6%
CC(Oc1ccccc1F)C(=O)NNC(=O)c1cc2ccccc2o1 (centres undefined),4%,-2%,-33%,23%,-14%,-2,4%,-4%,-19%
Cc1c(C(=O)NN2CCOCC2)oc2ccccc12,14%,-1%,-8%,39%[activator],-12%,0,?,9%,-2%
COc1ccc(C(=O)Nc2nnc(S(=O)(=O)N(CC(C)C)c3ccccc3)s2)cc1,-11%,0%,3%[59 µM],23%,-10%,0,4%,4%,-2%
COc1cc(SC)ccc1C(=O)NNC(=O)C1COc2ccccc2O1 (centres undefined),.,7%,.,17%,7%,3,-2%,2%,-6%
Cc1c(-c2ccccc2)c(=O)oc2cc(O)ccc12,-12%,-4%,19%,47%[activator],-27%,-4,-7%,-8%,4%
Cc1ccc(N(C(=O)c2sc(C)nc2C)C(C(=O)NCc2ccco2)c2ccccc2)cc1 (centres undefined),-12%,4%,7%[59 µM],-9%,3%,1,11%,-3%,-24%
Cc1ccsc1/C=C(\C#N)C(=O)NCCCN1CCOCC1,-8%,4%,4%,38%[activator],-16%,3,3%,-3%,9%
CSC1=N/C(=C/c2ccc(-n3cncn3)cc2)C(=O)N1,0%,5%,-46%[59 µM],66%[activator],-16%,-1,-10%,i,1%
Cc1cc(N2CCCCC2)nc2ccc(NC(=O)CCC(=O)N3CCN(c4ccccc4)CC3)cc12,5%,-1%,4%[59 µM],1%,-23%,3,16%,-6%,-33%
Cc1nc(-c2ccc(NS(=O)(=O)c3ccccc3)cc2)cs1,-8%,?,-31%,13%,-9%,-6,8%,-4%,-6%
O=C(CNC(=O)c1cccs1)OCC(=O)c1ccccc1,14%,6%,2%,1%,-7%,5,-3%,.,6%
Cc1c(Br)cc(-c2nnco2)cc1Br,12%,-7%,49%,19%,3%,-1,3%,-9%,-6%
CCCN(C(=O)c1ccc(OCC(C)C)cc1)c1c(N)n(Cc2ccccc2)c(=O)[nH]c1=O,15%,7%,-25%,17%,-8%,-4,12%,0%,-9%
Cc1cccc(Cn2c(SCc3ccc(C(=O)N4CCC(C)CC4)cc3)nc3ccncc32)c1,-16%,-1%,6%[59 µM],22%,-10%,-3,-1%,11%,?
Cc1c(CCO)c(=O)n(-c2ccccc2)n1S(=O)(=O)c1ccc([N+](=O)[O-])cc1,-30%,17%,?,17%,-10%,-3,3%,11%,-5%[57.1 µM]
CCOc1ccc(OCC(=O)Nc2ccc(S(=O)(=O)Nc3cc(C)on3)cc2)cc1,-24%,-11%,-34%[59 µM],14%,?,-5,12%,-1%,-26%
O=C(NC1CCc2ccccc21)C1CCN(S(=O)(=O)c2ccc(Cl)cc2)CC1 (centres undefined),8%,-8%,6%,12%,-16%,-3,4%,i,-18%
c1ccc2c(c1)OCC(c1csc3ncnc(N4CCCCC4)c13)O2 (centres undefined),3%,2%,-8%[59 µM],69%[activator],6%,-5,1%,-4%,12%
CCOc1cc(NC(=O)c2cccs2)c(OCC)cc1NC(=O)c1cccnc1,-5%,-1%,?,15%,-5%,-1,-2%,-2%,-6%
COc1ccc(C(=O)OCC(=O)N(C)C2CCS(=O)(=O)C2)cc1S(=O)(=O)N1CCCc2ccccc21 (centres undefined),-22%,-8%,-4%,51%[activator],-9%,-3,18%,-9%,7%
COc1cccc(-c2nc(CS(=O)(=O)CC(=O)Nc3cccc(C)c3C)c(C)o2)c1,8%,11%,1%[59 µM],8%,-21%,-4,0%,-3%,-16%
CC(C)(CSc1ncccn1)NS(=O)(=O)c1ccccc1,-4%,-2%,.,10%,-15%,0,0%,1%,4%
O=C(NCc1ccc(OC(F)(F)F)cc1)c1cccc2c1C(=O)c1ccc(N3CCCC3)cc1S2(=O)=O,.,?,.,39%[activator],-2%,2,0%,7%,-21%
Cc1c(Cl)cnc(NC(=O)COC(=O)c2nn(C)c(=O)c3ccccc23)c1Cl,?,-1%,45µM*,14%,-14%,-1,1%,-2%,-24%
COCCNC(=O)CN1C(=O)NC2(CCOc3ccccc32)C1=O (centres undefined),-24%,-13%,1%,43%,-13%,-3,-2%,-4%,0%
CN(C)S(=O)(=O)c1cccc(COC(=O)CN2C(=O)NC3(CCCC3)C2=O)c1,-3%,-3%,19%,15%,-3%,6,-5%,i,-10%
CC1CCCCN1CCCNC(=O)C1CCN(c2nc3ccccc3o2)CC1 (centres undefined),5%,11%,-6%[59 µM],29%,-5%,-9,0%,-4%,-15%
O=C(Cn1nnc2c(cnn2-c2ccccc2)c1=O)N1CCN(c2ccccc2F)CC1,-2%,5%,10%[59 µM],1%,-14%,-5,1%,-8%,-9%
CCOC(=O)c1ccccc1NC(=O)COc1ccccc1,140%[activator],3%,21%[12.7 µM],105%[activator],-1%,-6,2%,1%,89%[activator]
CN1C(=O)C(CC#N)(C2(CC#N)C(=O)N(C)c3ccccc32)c2ccccc21 (centres undefined),.,-11%,.,24%,-2%,-2,3%,-7%,-14%
O=C(O)[C@H](CO)Nc1ncnc2sc3c(c12)CCC3,-12%,-1%,-7%[0.501 µM],30%,2%,38,8%,0%,-8%
CCC1CCCCN1S(=O)(=O)c1ccc(NC(=O)C2CC(=O)N(C(C)(C)C)C2)cc1 (centres undefined),.,-7%,.,14%[57 µM],-16%,-1,0%,-8%,-18%
COCCNc1nc(C)cc(-c2cc(C(=O)NC3CCCC3)on2)n1,4%,-11%,-13%[59 µM],4%,-11%,3,-3%,-1%,-17%

# Arranged by number of heavy atoms (ascending): some entries from above
SMILES,BAZ2B inh,Pin1 inh,G9a block,HP1b chromo inh,Pol eta inh,PI4K2A block,GLS inhibitor,PGK inhibitor,JMJD2A Tudor inh
CCOC(=O)CN1C(=O)C2(OCCCO2)c2cc(Br)ccc21,-1%,0%,15%,49%[activator],-23%,-4,-5%,5%,11%
COc1cccc(-c2nc(CS(=O)(=O)CC(=O)Nc3cccc(C)c3C)c(C)o2)c1,8%,11%,1%[59 µM],8%,-21%,-4,0%,-3%,-16%
Cc1ccc(CSc2nnc(SCC(=O)N/N=C/c3ccccc3OCC(=O)O)s2)cc1,?,?,-46%,26%,-18%,2,2%,-2%,-20%

# Some of the compounds tested; count on the stated rates, not on these rows.
